Gal4-VP16 FLuc – Gal4-VP16 reporter inhibition counter-screen. Drosophila S2 Gal4-VP16 UAS-luciferase, luminescence, 20 h. Potency, µM (top dose mostly 53.6 µM), inactives show top-dose activity, negative = inhibition, actives largely listed as inhibitors. actives 3.5% (n = 310,000). AID 2546;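 note: Gal4-VP16 expression switched on by copper sulfate through the metallothionein promoter; potency is the fitted concentration of half-maximal effect; % is set by controls: 0 for no effect and ±100 for the full control effect; nearly all actives have a fitted effect of over 50% in size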
NPC1 promoter act – activators of NPC1 promoter | Huh7 NPC1 promoter luciferase reporter, 24 h | Potency, µM (top dose mostly 9.22 µM), without a hit: top-dose activation, usual class: activators | actives 2.4% (n = 320,000);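 note: potency is the fitted concentration of half-maximal effect; % of control where 0% means no effect; nearly all actives have a fitted effect of over 60% in size; reporter is driven by a mutant NPC1 promoter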
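Quantitative HTS used a cell-based reporter: Huh7 cells stably bearing the NPC1 promoter upstream of luciferase were treated with compounds for 24 h, and promoter activation was read as luminescence.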
ELG1 genotoxic – genotoxicity induction in ELG1-luciferase HEK293T cells | HEK293T ELG1-luciferase reporter, luminescence, 16 h | Potency, µM (series often up to 46 µM), for inactives: top-dose activity change, positive = activation, hits mostly activators | actives 1.3% (n = 330,000); note: potency is the fitted concentration of half-maximal effect; % of control where 0% means no effect; nearly all actives have a fitted effect of over 60% in size
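Genotoxic stress is detected as increased luminescence from luciferase-tagged ELG1 in HEK293T cells, measured with ONE-Glo after a 16 hr treatment at 37 °C.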
RORgamma inh – blocks mouse ROR gamma transcriptional activity; AID 2551; P51450; Drosophila S2 Gal4-RORgamma UAS-luciferase reporter, 20 h; Potency, µM (titrated, usually from 53.6 µM), without a hit: top-dose activity change, negative = inhibition, usual class: inhibitors; actives 5.4% (n = 310,000); note: potency is the fitted concentration of half-maximal effect; % is set by controls: 0 for no effect and ±100 for the full control effect; nearly all actives have a fitted effect of over 60% in size
Target sequence (P51450 whole entry, looked up, the tested form may be a part): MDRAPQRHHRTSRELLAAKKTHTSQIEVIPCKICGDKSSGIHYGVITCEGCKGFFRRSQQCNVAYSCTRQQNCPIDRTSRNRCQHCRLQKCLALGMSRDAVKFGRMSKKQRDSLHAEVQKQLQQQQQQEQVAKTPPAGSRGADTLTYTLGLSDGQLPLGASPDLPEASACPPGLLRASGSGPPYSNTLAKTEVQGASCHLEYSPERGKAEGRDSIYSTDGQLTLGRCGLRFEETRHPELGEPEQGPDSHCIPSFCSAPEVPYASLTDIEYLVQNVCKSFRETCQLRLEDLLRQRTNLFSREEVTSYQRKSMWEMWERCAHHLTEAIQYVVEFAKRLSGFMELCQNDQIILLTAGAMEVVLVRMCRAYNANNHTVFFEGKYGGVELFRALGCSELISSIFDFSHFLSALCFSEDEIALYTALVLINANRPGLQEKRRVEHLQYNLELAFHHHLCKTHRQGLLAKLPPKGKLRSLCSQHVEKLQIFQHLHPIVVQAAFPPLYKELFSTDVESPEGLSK
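ROR gamma transcriptional activity was tracked as Gal4-UAS luciferase output in stably transfected Drosophila Schneider cells, with compound added 1 hr before 700 uM copper sulfate induction and a 20 hr ambient-temperature incubation.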
Tb PFK block – inhibitors of T. brucei phosphofructokinase. O15648. actives 0.17% (n = 330,000). T. brucei PFK, ADP-Glo luminescence. Potency, µM (top dose mostly 57.5 µM), without a hit: top-dose activity, negative = inhibition, actives largely listed as inhibitors;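 note: potency is the fitted concentration of half-maximal effect; 0% = uninhibited 1x PFK enzyme wells and -100% = no-enzyme wells; nearly all actives have a fitted effect of over 60% in size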
Target sequence (O15648 whole entry, looked up): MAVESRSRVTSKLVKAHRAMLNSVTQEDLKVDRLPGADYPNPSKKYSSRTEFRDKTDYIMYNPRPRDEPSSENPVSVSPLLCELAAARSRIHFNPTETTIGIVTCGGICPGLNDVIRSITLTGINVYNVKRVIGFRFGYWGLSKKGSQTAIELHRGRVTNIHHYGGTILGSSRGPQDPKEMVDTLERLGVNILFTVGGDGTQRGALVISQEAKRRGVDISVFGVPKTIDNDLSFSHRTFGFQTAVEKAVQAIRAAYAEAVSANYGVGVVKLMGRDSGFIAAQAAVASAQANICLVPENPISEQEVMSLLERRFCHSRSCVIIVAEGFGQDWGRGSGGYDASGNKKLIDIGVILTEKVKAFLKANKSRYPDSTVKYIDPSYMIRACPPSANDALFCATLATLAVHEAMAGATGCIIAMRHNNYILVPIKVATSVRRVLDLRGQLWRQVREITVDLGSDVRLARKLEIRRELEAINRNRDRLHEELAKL
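In TEA buffer at pH 8.0 with 5 mM MgCl2, enzyme (1.25 nM) converted F6P (0.5 mM) and ATP (0.1 mM) for 45 min at room temperature. ADP product was read by luciferase luminescence.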
TRPV1 agonist – activates the human vanilloid receptor TRPV1 | Q8NER1 | TRPV1-expressing cells, Fluo-8 calcium influx, agonist mode | activation, % at 8.33 µM | actives 0.19% (n = 320,000) | AID 540275; in the data active = activation above about 80%; inconclusive = between about 30% and that limit; note: 0% is about no effect
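Cells expressing TRPV1 were dye-loaded with Fluo-8 and read kinetically: 10 s baseline, 3 min after compound (agonist portion), then 2 min after EC20 capsaicin (allosteric enhancer portion). Calcium-bound dye fluorescence at 480/520 nm.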
BRCA1 expr up – increases BRCA1 expression | MCF7-BRCA1-FFLuc reporter, luminescence, 48 h; response scale: scaled: vehicle 0%, 10 µM genistein 100% | Potency, µM (titrated, usually from 46.1 µM), inactives show at the highest dose activation, hits mostly activators | actives 1.1% (n = 380,000) | AID 624202; note: potency is the fitted concentration of half-maximal effect; nearly all actives have a fitted effect of over 80% in size; some results filed as inactive show a strong effect at the top dose
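MCF7-BRCA1-FFLuc, 2000 cells/well; 2 h attach, 37 °C/5% CO2; compound 48 h; luciferase substrate 15 min; luminescence end-point. Norm. to genistein 10 microM max activation and DMSO; concentration-response curves fitted.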
FLuc modulator – counter-screen for miR-21 project: firefly luciferase inhibitors or activators; actives 6.9% (n = 360,000); AID 588342; purified FLuc, Km substrates, luminescence inhibition; P08659; Potency, µM (series often up to 57.5 µM), for inactives: top-dose activity change, negative = inhibition, hits mostly inhibitors;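 note: potency is the fitted concentration of half-maximal effect; plate controls were vehicle for no effect and reference inhibitor for full effect; nearly all actives have a fitted effect of over 55% in size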
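Biochemical qHTS of compounds, final roughly 60 µM downward over six points, against 10 nM purified firefly luciferase using Km concentrations of substrates (10 uM D-luciferin, 10 uM ATP) in Tris acetate pH 7.5 buffer; luminescence output.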
Rab9 prom act – Rab9 promoter activation; Huh7 Rab9 promoter-luciferase reporter, luminescence, 24 h; Potency, µM (doses to about 9.22 µM), for the others: top-dose activation, negative = inhibition, usual class: activators; actives 2.8% (n = 320,000); note: potency is the fitted concentration of half-maximal effect; % of control where 0% means no effect; nearly all actives have a fitted effect of over 60% in size
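Quantitative HTS format; Huh7 Rab9-luciferase reporter cells (1500/well) receive compound 2 h post-plating, incubate 24 h at 37 °C, then get luciferase reagent for 10 min before luminescence reading.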
p53 reactivator – mutant p53 re-activation in reporter cells; AID 504706; H1299 p53-A138V BP100-luciferase reporter, luminescence, 24 h; actives 0.063% (n = 320,000); Potency, µM (series often up to 92.2 µM), without a hit: at the top dose activity change, positive = activation, most hits filed as activators; note: potency is the fitted concentration of half-maximal effect; % of control where 0% means no effect; nearly all actives have a fitted effect of over 45% in size
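p53-null H1299 cells stably carrying temperature-sensitive p53-A138V and a BP100-luciferase reporter were pinned with compounds (4-point, 1:5 series) and held 24 hrs at 37 deg C. Luminescence was read 10 min after detection reagent.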
ELG1 DNA repair – ELG1-dependent DNA repair inhibition; HEK293T ELG1-luciferase reporter, luminescence, 16 h; DNA damage induced by 5-fluorouridine; Potency, µM (top dose mostly 46.1 µM), for inactives: at the highest dose activity change, negative = inhibition, most hits filed as inhibitors; actives 2.3% (n = 330,000); note: potency is the fitted concentration of half-maximal effect; % is set by controls: 0 for no effect and ±100 for the full control effect; nearly all actives have a fitted effect of over 55% in size
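Step one: seed 2,000 cells per well. Step two: pin-transfer compound or DMSO alongside 5-fluorouridine. Step three: incubate 16 hr, 37 °C, 5% CO2. Step four: add ONE-Glo, wait 30 min, read luminescence.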
Starred values were filed as active, the others as inactive; ? = inconclusive; · = no result given; & = joins results of further samples; [ ] = dose if it differs, or a comment. Unless noted, calls come from the whole dose curve; as a rule, active = well fitted curve in the direction sought with a large enough effect; inconclusive = small, poorly fitted or top-dose-only effect, or another doubt; inactive = no such curve, though single readings can be large; an effect the other way counts as inactive or inconclusive. An excerpt; rates above refer to the full screens.

Structure | Gal4-VP16 FLuc | NPC1 promoter act | ELG1 genotoxic | RORgamma inh | Tb PFK block | TRPV1 agonist | BRCA1 expr up | FLuc modulator | Rab9 prom act | p53 reactivator | ELG1 DNA repair
CCCCC(=O)N/N=C/c1c(O)n(CCC2=CCCCC2)c(=O)[nH]c1=O | 2% | -7% | 7% | -38% | 1% | 7 | -40% | -2% | -1% | 9% | ?
CN(C)c1ccc(NC(=O)CN2C3CCCC2CC(NC(=O)c2ccccc2)C3)cc1 (stereo not given) | -2% | -9% | -5% | ? | 1% | 1 | -37% | -3% | -4% | -1% | ?
COC(=O)C1=C(c2ccc(OC)c(OC)c2)C[C@@H]2CC[C@H]1N2C(=O)NCCOc1ccc(OC)cc1 | · | 1% | 0% | · | 0% | 3 | -8% | 3% | 4% | 3% | 0%
Cc1cc(C)c(C(=O)N2CCC3(CC2)OCCO3)c(C)c1 | 1% | -2% | 0% | ? | 0% | 0 | 4% | -2% | -3% | 5% | -8%
O=C(c1ccccc1F)N1CCC2(CC1)OCCO2 | 1% | -3% | -2% | 12% | 1% | 9 | -5% | -2% | 0%[1.84 µM] | 5% | 8%
O=C(c1ccc2c(=O)n(Cc3ccc4c(c3)OCO4)c(=S)[nH]c2c1)N1CCC2(CC1)OCCO2 | ? | -1% | -5% | 13µM* | -4% | 7 | -9% | -1% | -2% | -8% | ?
Cc1ccc2c(c1)C1CN(C)CCC1N2C(=O)COc1ccc(S(=O)(=O)N2CCOCC2)cc1 (stereo not given) | -2% | -3% | 0% | 7% | 0% | -1 | 2% | -2% | 5% | 0% | 9%
Cc1ccc(NC(=O)Nc2cccc3ccccc23)cc1 | 1% | 28% | ? | -23% | -3% | 2 | 2% | -10% | ? | ? | 0%
O=C(c1ccc(Cl)cc1)C1CCCN(Cc2ccc3c(c2)OCCO3)C1 (stereo not given) | 3% | -8% | -6% | -1% | 6% | 17 | -18% | -4% | 0% | 1% | -5%
CC(=O)c1cn(Cc2ccccc2F)c2ccccc12 | 7.1µM* | -30%[inhibitor] | 17% | 28% | 2% | 3 | -27% | -2% | -32%[inhibitor] | 6% | ?
CCC(=O)c1cn(Cc2ccc(C#N)cc2)c2ccccc12 | 7% | 1% | 0% | 11% | -2% | 1 | -24% | 1% | -8% | -7% | -4%
CN1CCN(Cc2cn3cccnc3n2)CC1 | -5% | -2% | -2% | 9% | 2% | 0 | 1% | 0% | 4% | 1% | -4%
C/C(N)=C(/C#N)C(=O)CSc1nc2cc(Cl)ccc2c(=O)n1-c1ccc(C)cc1 | -22% | 0% | 2% | ? | 4% | ? | -17% | 0% | 0% | -1% | ?
Cn1c(O)c(C=NCCN2CCN(C(=O)c3ccccc3)CC2)c(=O)n(C)c1=O | -7% | 0% | 2% | 8% | -1% | 1 | 2% | 0% | -2% | 1% | 8%
COC(=O)C1=C(c2ccc(Cl)c(C(F)(F)F)c2)C[C@@H]2CC[C@H]1N2C(=O)NCc1cc(C)oc1C(F)(F)F | · | -5% | -10% | · | 2% | 10 | -55% | 0% | -7% | 3% | 0%

Next part
Structure | Gal4-VP16 FLuc | NPC1 promoter act | ELG1 genotoxic | RORgamma inh | Tb PFK block | TRPV1 agonist | BRCA1 expr up | FLuc modulator | Rab9 prom act | p53 reactivator | ELG1 DNA repair
CCC(C)C1(CC)C(=O)NC(=O)N=C1N (stereo not given) | -3% | -2% | 1% | -8% | -2% | 1 | 4% | 4% | -3% | 15% | 12%
CN1CCCC(C(=O)c2ccc(Cl)cc2)C1 (stereo not given) | -2% | 1% | -2% | -14% | -12% | 1 | -4% | -1% | 0% | 3% | 7%
C[C@]12CCC(=O)C=C1CCC1C2CC[C@@]2(C)C1CC[C@]2(C)O (stereo not given in full) | · | · | -4% | · | 4% | · | -62% | · | · | 2% | -27%
O=c1ccc2cc(OC3O[C@H](CO)[C@@H](O)[C@H](O)[C@H]3O)c(O)cc2o1 (stereo not given in full) | · | -3% | 2% | · | -5% | -2 | 0% | 5% | -8% | 11% | 12%
CCc1nc2ccccc2c(=O)n1-c1ccccc1[N+](=O)[O-] | 6% | -4% | 0% | -29% | 3% | -5 | -24% | 1% | -7% | -6% | 22%
C#CCOc1ccc(OC)cc1C(c1c(C)[nH][nH]c1=O)c1c(C)[nH][nH]c1=O | -2% | 1% | -8% | 1% | 1% | 1 | 7% | -3% | 3% | -52%[inhibitor] | -9%
COC12CCC3(CC1C(C)(O)C(C)(C)C)[C@H]1Cc4ccc(O)c5c4[C@@]3(CCN1CC1CC1)C2O5 (stereo not given in full) | · | · | -2% | · | -7% | · | -7% | · | · | 20% | 1%
O=c1[nH]c(=O)n(CCC2=CCCCC2)c(O)c1/C=N/Nc1ccccc1 | 20µM* | 0% | 1% | ? | -2% | 2 | -28% | -4% | -1% | 20% | -5%
O=C(N/N=C/c1ccco1)C1COc2ccccc2O1 (stereo not given) | 12% | 0% | 1% | -2% | ? | -2 | 9% | 0% | -5% | 21% | ?
CC(=O)Nc1ccc(S(=O)(=O)N(C)CCOCc2ccccc2)cc1 | -2% | 0% | -1% | -1% | -3% | 2 | -10% | 2% | -7% | 1% | ?
COc1cccc(CN2CCN(Cc3cccc(F)c3)CC2)c1 | 2% | 2% | -6% | -8% | 0% | 2 | -1% | 0% | -5% | 1% | -10%
O=C(O)COc1ccc(/C=C2/SC(=S)N(Cc3ccccc3)C2=O)cc1 | -15% | -5% | -5% | -12% | 0% | -1 | 13% | ? | -3% | ? | ?
CCN1CCN(c2nc3c(c(=O)[nH]2)CCCC3)CC1 | 2% | 1% | 3% | -2% | 1% | 0 | 3% | 2% | -9% | 0% | -3%
COc1ccc(CNCCc2cccc(F)c2)c2ccccc12 | -9% | 0% | -9% | 2% | -5% | 11 | · | -6% | 0% | -69%[inhibitor] | -11%
CCN(CC)C(=O)c1ccc(NC(=O)c2ccc(-c3nn(C)c(=O)c4ccccc34)cc2)cc1 | -7% | -1% | 0% | 2% | -2% | -4 | -22%&7% | -9%&-15% | 2% | 4% | -11%

(continued)
Structure | Gal4-VP16 FLuc | NPC1 promoter act | ELG1 genotoxic | RORgamma inh | Tb PFK block | TRPV1 agonist | BRCA1 expr up | FLuc modulator | Rab9 prom act | p53 reactivator | ELG1 DNA repair
Fc1ccc(Cn2nnnc2CN2CCC(n3nnc4cc(C(F)(F)F)ccc43)CC2)cc1 | -18% | -6% | -7% | 12% | 1% | -1 | -22% | -2% | -5% | 0% | ?
CCCCC(=O)C1C(=O)NC(=O)NC1=O | -5% | 0% | 1% | -6% | 8% | -3 | 0% | 7% | -5% | -5% | 2%
O=C1Nc2cc(C(=O)N3CCC4(CC3)OCCO4)ccc2NC1CSCc1cccc(F)c1 (stereo not given) | -6% | -5% | 0% | -4% | 5% | -4 | · | 0% | -4% | 2% | 6%
CCN1CCN(C(=O)Cc2coc3ccc4ccccc4c23)CC1 | 16% | 6% | 1% | -19% | 2% | -1 | -1% | 2% | -5% | -2% | 9%
N=C1c2ccccc2CN1c1cccc([N+](=O)[O-])c1 | 0% | -2% | -5% | 1% | 3% | -1 | -1% | 2% | -3% | 2% | 13%
COc1ccc(OC)c(N2C(=O)NC(=O)C3(Cc4cc(C)ccc4N(C)C3)C2=O)c1 (stereo not given) | -3% | 7% | 0% | 2% | -3% | -2 | -2% | 0% | 9% | -2% | -25%
CCC(=NCCC(c1ccccc1)c1ccccc1)c1c(O)[nH]c(=O)[nH]c1=O | -6% | -2% | 0% | ? | -9% | 2 | -28% | 0% | 2% | -6% | ?
COCCCn1c(-c2ccc(OC)cc2)cc(C(=O)NC2CCCCCCC2)c1C | -27% | 0% | -8% | -15%[10 µM] | 1% | 7 | -83% | 0% | -4% | 2% | 23µM*
O=C(CN1CCCC1=O)N1CCOCC1 | · | -1% | 1% | -19%[0.365 µM] | -5% | 2 | 1% | -1% | -7% | 11% | ?
COc1ccc(-n2c(O)c(C=NCc3ccc4c(c3)OCO4)c(=O)[nH]c2=O)cc1 | -7% | 1% | 0% | 15% | -2% | -1 | -16% | 0% | -2% | -1% | -1%
CCCCN1CCS(=O)(=O)N(Cc2ccccc2Br)CC(C(=O)OC)C1 (stereo not given) | · | · | 1% | · | 4% | · | -28% | · | · | 5% | ?
O=[N+]([O-])c1ccc(N2CCCC(C(F)(F)F)C2)c2ccncc12 (stereo not given) | ? | -5% | -4% | ? | 0% | 14 | -64% | 3% | -9% | 0% | -26%
